Screens as filed in PubChem BioAssay.
N-glyco inh: blocks N-linked glycosylation in D54 reporter cells | reporter increase, % at 12.5 µM | AID 588692 | D54 ERlucT glycosylation luciferase reporter, 24 h; percent of 100 nM tunicamycin response | actives 0.23% (n = 360,000);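 active = mean luciferase reporter signal, scaled so untreated is 0 and the glycosylation-blocking control 100, at or above a set limit in every replicate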;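 also: luciferase carries N-glycosylation sites so blocking glycosylation raises the light; 0% = median of neutral control wells and 100% = median of 100 nM tunicamycin wells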
Vif inh: inhibitors of HIV Vif | actives 0.35% (n = 340,000) | inhibition, % at 7.49 µM | HEK293T cells, Vif self-association by quenched fluorescence, imaging, 24 h | AID 602346; in the data active = inhibition above about 50%, passing the limit was not always enough; also: some results filed as inactive read as strong as hits
aDG glyco act: alpha-DG glycosylation activation | Pro5-aDG cells, alpha-DG glycosylation AlphaScreen (IIH6); 0% Pro5, 100% B10-LARGE cell signal | activation, % at 10 µM | actives 0.22% (n = 360,000) | AID 624168;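 active = activation of at least 8% versus controls, or a plate z-score of at least 8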;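 also: Pro5 are CHO cells carrying HIG-tagged alpha-DG that lacks glycosylation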
CaV13 ICDI inh: Disruptors of the CACNA1D IQ motif to Ca2+-dependent inactivation inhibitor domain association, primary screening, Förster resonance energy transfer in intact living …; HEK cells, CFP/YFP FRET ICDI-IQ, plate reader, 10 min; percent FRET-ratio fall versus neutral wells; inhibition, % at 12.3 µM; actives 0.098% (n = 340,000);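 active = mean replicate inhibition of at least 30% and at least 1% of replicates passing that level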;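 also: 0% = median of the neutral control wells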
ABCB6 inh 2: human ABCB6 transporter inhibition | Q9NP58 | K562-ABCB6 porphyrin accumulation, flow cytometry, 1 h; stronger effect = lower value | fluorescence ratio to DMSO, % at 10 µM | actives 0.19% (n = 360,000) | AID 602162;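 active = fluorescence ratio to DMSO below 75%, the collection mean minus 3 SD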;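 also: signal is porphyrin accumulated inside mitochondria; 100% equals median channel fluorescence of DMSO control wells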
Target sequence (Q9NP58 whole entry, looked up): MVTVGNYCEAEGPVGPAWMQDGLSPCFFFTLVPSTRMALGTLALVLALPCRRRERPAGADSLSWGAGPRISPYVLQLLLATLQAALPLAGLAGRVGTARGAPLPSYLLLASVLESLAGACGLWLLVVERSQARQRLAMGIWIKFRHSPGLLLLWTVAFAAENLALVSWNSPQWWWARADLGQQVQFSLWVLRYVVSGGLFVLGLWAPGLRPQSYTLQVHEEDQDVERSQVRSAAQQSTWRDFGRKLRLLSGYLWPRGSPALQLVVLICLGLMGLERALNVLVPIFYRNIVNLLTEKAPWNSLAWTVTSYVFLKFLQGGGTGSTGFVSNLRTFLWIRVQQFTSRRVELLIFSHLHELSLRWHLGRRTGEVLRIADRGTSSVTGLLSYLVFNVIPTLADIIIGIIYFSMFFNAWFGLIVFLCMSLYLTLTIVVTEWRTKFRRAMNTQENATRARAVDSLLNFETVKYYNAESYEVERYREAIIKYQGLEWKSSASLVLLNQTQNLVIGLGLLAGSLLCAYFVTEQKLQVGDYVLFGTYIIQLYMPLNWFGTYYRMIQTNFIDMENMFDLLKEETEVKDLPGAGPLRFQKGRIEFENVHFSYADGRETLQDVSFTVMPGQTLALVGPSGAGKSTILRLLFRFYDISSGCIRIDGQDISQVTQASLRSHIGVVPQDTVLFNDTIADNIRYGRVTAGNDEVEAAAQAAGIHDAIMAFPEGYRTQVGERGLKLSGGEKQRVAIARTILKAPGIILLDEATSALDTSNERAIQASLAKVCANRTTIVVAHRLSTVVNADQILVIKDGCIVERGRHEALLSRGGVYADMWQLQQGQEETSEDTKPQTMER
iPSC survival up: increases survival of single human iPS cells; hiPSC single-cell survival, ATPlite luminescence; 100% = ROCK inhibitor wells, 0% = DMSO; survival enhancement, % at 20 µM; actives 0.044% (n = 360,000); AID 602274; in the data active = survival enhancement above about 18%;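 also: cells exposed to compounds for 16 hours before the ATP read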
PDI turbidity: PDI (human) enzyme inhibition | P07237 | PDI insulin aggregation turbidity, A650, 90 min | inhibition, % at 10 µM | actives 0.052% (n = 350,000);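 active = mean inhibition across replicates of 30% or more, whatever share of single replicates reach that level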;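 also: absorbance from insulin aggregation driven by PDI reduction with DTT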
H9c2 protect: modulators protecting cardiomyocytes from myocardial damage; protection from H2O2 cell death, % at 20 µM; H9c2 cardiomyocytes, H2O2 injury protection, ATPLite, 2 h; AID 588492; actives 0.63% (n = 360,000);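 active = compounds giving at least 50% protection of heart cells from peroxide-induced death in the single-dose screen, raw or plate-pattern-corrected value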;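 also: 0% = DMSO wells with peroxide and 100% = DMSO wells without peroxide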
Exocytosis inh: lytic granule exocytosis inhibition; TALL-104 LAMP-1 surface exposure, flow cytometry; cells stimulated with thapsigargin and PMA; inhibition, % at 10 µM; actives 0.66% (n = 360,000); AID 651702;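 active = inhibition above about 55%, limit read from the data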
HTR2A ag: agonists of mouse serotonin 5-HT2A receptor (HTR2A) | actives 0.66% (n = 360,000) | CHO-K1 mHTR2A beta-arrestin complementation, luminescence; percent of 30 µM serotonin response | P35363 | AID 624169 | activation, % at 7.6 µM;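 active = activation above a run cutoff, the mean activation of all tested compounds plus 3 SD, cut at about 14% in these data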;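 also: 0% = plate median of compound wells and 100% = 30 µM serotonin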
Numbers without * were called inactive; / = no result given.

The line under a structure holds: N-glyco inh | Vif inh | aDG glyco act | CaV13 ICDI inh | ABCB6 inh 2 | iPSC survival up | PDI turbidity | H9c2 protect | Exocytosis inh | HTR2A ag
> O/N=C(\C[n+]1ccccc1)c1ccc(Br)cc1
  1 | 2 | -0.1 | -13 | 97 | -0.5 | -9 | -1 | -4 | 0
> NC(CSC12CC3CC(CC(C3)C1)C2)C(=O)O (centres undefined)
  2 | 2 | -0.1 | -7 | 96 | -1.0 | -4 | 4 | 3 | -3
> CCOC(=O)N1CCN(C(=O)CSc2nc3c([nH]c4ccccc43)c(=O)n2CC)CC1
  2 | -14 | -0.2 | -6 | 99 | 0.1 | -4 | 25 | 4 | -4
> CCCC(=O)N(CCN1CCOCC1)c1nc2c(OC)ccc(C)c2s1
  3 | -1 | -0.1 | -3 | 102 | -0.4 | -1 | 7 | 3 | -1
> Cc1cc(C)c(CN2CCN(CCCn3ccc(NC(=O)OCc4ccccc4)nc3=O)CC2)c(C)c1
  -1 | 0 | 0.4 | -2 | 96 | -2.1 | -8 | -2 | 16 | -6
> COc1cccc(CC(NC(C)=O)C(=O)NC2CCN(c3c(Cc4ccccc4)c(C)nc4ncnn34)CC2)c1 (centres undefined)
  -1 | -7 | -0.3 | -7 | 96 | -0.3 | 4 | 22 | -2 | 6
> Cc1[nH]nc2c1C(c1ccc(OC(=O)c3ccco3)cc1)C(C#N)=C(N)O2 (centres undefined)
  2 | 2 | -0.1 | / | 100 | -1.4 | 3 | -1 | -3 | 7
> COc1ccc(CCN(C)C(=O)CSc2ncnc3sccc23)cc1OC
  -4 | 0 | 0.3 | 0 | 102 | 4.6 | 0 | -2 | 77* | 1
> Cc1noc(C)c1NC(=O)Nc1cccc2c1O[C@H](CN(C)S(=O)(=O)c1cccs1)[C@@H](C)CN([C@H](C)CO)C2=O
  2 | 1 | 0.3 | -7 | 98 | 2.2 | 10 | 2 | 0 | -2
> COc1ccccc1CC(NC(C)=O)C(=O)NC1CCN(C(=O)Nc2cccc(F)c2)CC1 (centres undefined)
  2 | 4 | -0.1 | -8 | 95 | 0.6 | -13 | 2 | 11 | 1

Structures above shown as hits in Exocytosis inh:
structure	N-glyco inh	Vif inh	aDG glyco act	CaV13 ICDI inh	ABCB6 inh 2	PDI turbidity	Exocytosis inh	HTR2A ag
COc1ccc(CCN(C)C(=O)CSc2ncnc3sccc23)cc1OC	-4	0	0.3	0	102	0	77*	1

Next section.
The line under a structure holds: N-glyco inh | Vif inh | aDG glyco act | CaV13 ICDI inh | ABCB6 inh 2 | iPSC survival up | PDI turbidity | H9c2 protect | Exocytosis inh | HTR2A ag
> O=C(NCCCn1ccnc1)C(=O)c1cn(CC(=O)N2CCCCCC2)c2ccccc12
  2 | 1 | 0.0 | -2 | 101 | -0.5 | -1 | 3 | -2 | 0
> CC(NC(=O)NC1CCCCC1)C(c1cccs1)N1CCN(Cc2ccccc2)CC1 (centres undefined)
  -7 | -6 | 0.0 | -7 | 87 | -0.5 | / | -6 | 5 | -5
> CN1CCN(C(=O)c2cccc3c(-c4ccc(F)c(F)c4)coc23)CC1
  14 | 18 | -0.2 | / | 97 | -0.8 | -6 | 7 | 4 | 3
> CC(=O)c1sc(NC(=O)CCCOc2ccc(Cl)cc2)nc1C
  2 | 6 | 0.3 | 4 | 98 | -1.0 | 0 | -6 | 0 | 4
> CC/C(CC(=O)C(F)(F)F)=N\NC(=O)/C(C#N)=C/N(C)C
  2 | -7 | -0.7 | -2 | 96 | -0.4 | -4 | 2 | 0 | -4
> COc1ccc(C)cc1-n1nnnc1SCC(=O)c1ccc2c(c1)OCCO2
  -1 | -7 | -0.1 | -4 | 92 | 6.0 | -1 | -13 | 7 | -4
> CCOc1ccccc1NC(=O)CSc1nnc(CNC(=O)COc2ccc(Cl)cc2)o1
  1 | / | 0.1 | / | 111 | 4.9 | -2 | -11 | -2 | -3
> Cc1ccc(S(=O)(=O)N2CCC(C(N)=O)CC2)cc1[N+](=O)[O-]
  5 | -1 | 0.3 | -2 | 97 | -0.1 | -4 | 4 | 12 | 4
> COc1ccccc1C(N)=S
  0 | 10 | -0.4 | -5 | 97 | 0.4 | -5 | -2 | 2 | 5
> COc1ccc(/C=N/Nc2cc(C)nc(N3CCOCC3)n2)cc1
  -7 | -28 | -0.1 | 0 | 104 | -0.4 | -1 | -4 | 3 | -4
> COc1ccc(S(=O)(=O)Nc2ccc(S(=O)(=O)Nc3nc(C)cc(C)n3)cc2)cc1OC
  3 | 4 | -0.3 | / | 105 | 3.5 | -1 | 1 | -2 | 0
> Nc1nc(C2C(=O)CCCC2=O)cs1
  3 | / | 0.0 | -7 | 99 | -0.1 | -4 | -5 | 0 | 4
> NC(=O)[C@@H]1CCCN1C(=O)c1cc(COc2ccc(F)cc2F)on1
  1 | 27 | -0.2 | -3 | 96 | -0.2 | -4 | 4 | 2 | 4
> CC(=O)Nc1ccc(/C=N/Nc2nc3ccccc3s2)cc1
  -12 | -16 | -0.1 | -15 | 97 | -0.6 | -3 | -9 | 1 | -4
> COc1ccc(C(=O)C2CCCN(Cc3ccc4c(c3)OCCO4)C2)cc1F (centres undefined)
  1 | / | 0.0 | -1 | 96 | -0.6 | 2 | -10 | 1 | 10
> c1cc(-n2cnnn2)ccc1NC1=NCCC1
  0 | -2 | 0.2 | -5 | 101 | 1.0 | 3 | -2 | 8 | 2
> CCCC(=O)NCCc1cc2cc(C)c(C)cc2[nH]c1=O
  2 | -1 | -0.2 | -4 | 89 | 0.4 | 0 | -3 | -3 | 0
> CN(Cc1ccccc1)C(=O)c1ccc(NC(=O)Cc2cccc(NC(=O)C3CCCN(C(=O)CCc4ccccc4)C3)c2)cc1 (centres undefined)
  -2 | -1 | 0.4 | -10 | 93 | -1.5 | -2 | -10 | -1 | -4
> O=C1CSc2ccc(S(=O)(=O)N3CCN(c4ccccc4)CC3)cc2N1
  -3 | -7 | 0.2 | -2 | 100 | 0.1 | 5 | -4 | 0 | 0
> Cc1cccc(S(=O)(=O)NCCc2cn3ccccc3n2)c1
  -1 | 11 | -0.1 | -18 | 113 | -1.4 | -7 | 1 | -7 | 2
> COc1cccc(NC(=O)[C@@H]2CCC(=O)N2C2OC(=O)c3ccccc32)c1 (some centres undefined)
  0 | -8 | -0.2 | / | 96 | -2.7 | / | -2 | 4 | -4
> CCCCNC(=O)N1CCC(CCC(=O)N(C)Cc2ccccc2)CC1
  -1 | -5 | 0.1 | -3 | 98 | 0.9 | -14 | 3 | -5 | -2
> COc1ccc2c(=O)c(N3C(=O)c4ccccc4C3=O)c(C)oc2c1
  1 | 21 | 0.0 | -9 | 99 | 1.2 | -12 | 2 | -2 | 4
> COc1ccc(OC(C)C(=O)NC2CCCCCC2)cc1 (centres undefined)
  -1 | 9 | 0.2 | -6 | 101 | -0.4 | -2 | 7 | 4 | -3
> COCC1CCCCN1C(=O)c1cccc(OC2CCN(C(=O)C3CC3)CC2)c1 (centres undefined)
  -2 | -9 | 0.5 | / | 103 | -0.3 | -1 | -9 | 3 | 6
> CCC(=O)Oc1ccc2ccccc2c1CNC(=O)c1ccccc1
  -5 | -6 | 0.0 | -3 | 84 | -0.6 | -6 | 2 | -1 | -4
> COC(=O)C1=C(C)NC2=C(C(=O)CCC2)C1c1coc2ccccc2c1=O (centres undefined)
  -1 | / | 0.5 | / | 102 | 1.8 | -4 | -8 | -2 | 4
> O=C1NC[C@H](CCCCN2C[C@H](Cc3ccc(O)cc3)N(CCc3ccccc3)C(=O)C2=O)N(CC2CCCCC2)C1=O
  / | / | 0.1 | -4 | 101 | 0.1 | / | / | -9 | -7
> CCCOc1ccc(/C=C/C(=O)NC2CCCCC2)cc1
  -2 | 1 | 0.2 | -10 | 96 | -0.7 | 4 | 2 | -2 | -3
> Fc1ccc(COc2ccccc2C(=S)N2CCCC2)cc1
  4 | / | 0.0 | -10 | 93 | 6.6 | -1 | -8 | 1 | 2
> CCCCOc1ccccc1C(=O)NCCCCCC(=O)O
  -1 | / | 0.0 | / | 84 | -0.7 | -11 | 3 | -1 | -1
> CN1C(=O)CSC1=Nc1cccc(Cl)c1
  -1 | 14 | 0.1 | -6 | 98 | 0.1 | 1 | 5 | -11 | -4
> O=C(Nc1cccc2nsnc12)c1cccnc1
  3 | -4 | 0.2 | -4 | 97 | 0.2 | 9 | 8 | 4 | 0
> COc1cc(NC(=O)c2cccnc2SC)cc(OC)c1
  0 | -4 | -0.1 | -20 | 95 | 1.0 | -1 | 2 | 0 | -2
> Cc1onc(-c2c(Cl)cccc2Cl)c1NC(=O)NNc1ccccn1
  0 | -4 | 0.1 | -5 | 97 | -0.3 | 0 | 7 | 4 | 4
> CCC(C(=O)NC1CCCC1)N(C(=O)Cn1nnc(-c2ccc(C)cc2)n1)C1CCCC1 (centres undefined)
  -1 | 11 | -0.2 | -4 | 101 | -2.6 | 1 | 2 | -2 | -5
> Cc1ccccc1NC(=O)N1CCN(C(=O)c2ccco2)CC1
  -3 | -4 | -0.3 | -7 | 102 | 1.6 | 8 | -1 | 7 | 3
> Cc1ccc(-c2c(C)c(-c3ccc(F)cc3)nc(N)c2C#N)o1
  -1 | -3 | 0.3 | -2 | 98 | 0.6 | 0 | -3 | -2 | -1
> COc1ccc(CN(C)C(=O)Cn2ccc(N)nc2=O)cc1OC
  -1 | / | 0.0 | -6 | 95 | -2.8 | 1 | 14 | 4 | -1
> O=C(O)C(Cc1c[nH]c2ccccc12)NS(=O)(=O)c1ccc(Cl)c(C(F)(F)F)c1 (centres undefined)
  4 | -3 | 0.0 | -3 | 98 | -0.4 | 1 | 5 | 2 | 2
> CNC(=O)CCc1nc(-c2ccc(C(C)(C)C)cc2)no1
  -5 | -3 | -0.1 | 0 | 96 | -1.3 | 7 | -25 | -2 | 1
> O=C(Cc1ccccc1)N/N=C/c1ccccc1OCc1ccc(Cl)cc1
  -2 | 28 | 0.1 | / | 98 | -2.8 | -4 | -5 | -2 | -3
> N=c1ccn2c(n1)OC1C(O)C(CO)OC12 (centres undefined)
  -1 | -6 | -0.1 | -5 | 107 | -0.5 | 4 | -4 | 8 | -7
> O=C(CSc1ncnc2c1oc1ccccc12)NCC1CCCO1 (centres undefined)
  -3 | -4 | -0.1 | -7 | 100 | -1.6 | 1 | 0 | -4 | -1
> CN(C)c1ccc(/C=C2\CCCCC2=O)cc1
  -8 | -1 | -0.2 | -5 | 94 | -2.9 | 7 | -11 | -2 | 0
> C=CCn1c(C)cc(C(=O)COc2ccc(S(=O)(=O)N3CCCC3)cc2[N+](=O)[O-])c1C
  -2 | 1 | -0.3 | -5 | 88 | -0.4 | -2 | 0 | 10 | -3
> Cc1cc(NC(=O)CSc2ncn(-c3ccccc3)n2)no1
  -1 | 47 | -0.2 | -5 | 91 | -1.4 | 5 | -3 | -10 | -1
> C=CC[C@H](CC(=O)NCCO)C(=O)N[C@@H](COC(=O)[C@@H](CC=C)CC(=O)OC(C)(C)C)Cc1c[nH]c2ccccc12
  -1 | -3 | 0.2 | -6 | 104 | 2.7 | 3 | 4 | 1 | -1
> CCN(CC)S(=O)(=O)c1ccc(C(=O)NCCCn2ccnc2)cc1
  1 | 7 | 0.1 | 3 | 100 | -0.4 | 4 | -5 | -1 | 2
